Assay outcomes deposited in PubChem by National Center for Advancing Translational Sciences (NCATS).
TGFb inhibitor: blocks TGF-b signaling; HepG2 CAGA-GFP TGF-b/SMAD3 reporter, GFP fluorescence, 18 h; TGF-beta stimulated, 500 pg/mL final; Potency, µM (top dose mostly 46.1 µM), without a hit: at the top dose activity, negative = inhibition, actives largely listed as inhibitors; 410,000 tested, 1.2% active; also: potency is read from the fitted curve at half-maximal effect; % is scaled to controls: 0 for no effect and ±100 for the full control effect; nearly all actives have a fitted effect of over 65% in size
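HEPG2 CAGA-GFP cells (1000/well, DMEM with 1% FBS) were pre-incubated 2 h at 37 degrees C, given compound by pin tool, then stimulated with TGF-beta at 500 pg/mL final for 18 h before per-cell GFP fluorescence imaging.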
pAkt inh: blocks phosphorylation of Akt; activity change, % for hits at 50 µM; AID 651550; 360,000 tested, 0.32% active; Neuro2A IGF-stimulated pAkt S473 HTRF, 20 min; hits give low values; in the data active = activity change below about -80%; inconclusive = mostly about -51% to -80%; also: % is scaled to controls: 0 for no effect and ±100 for the full control effect
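Neuro2A cells in DMEM with 0.5% FBS, overnight at 37 deg C, given compound at single 50 µM final, then IGF (6 nM final) for 20 min at 37 deg C. Lysed; phospho-Akt Ser473 by HTRF after 24 h, 665/615 ratio.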
CCT modulator: modulators of cytosolic chaperonin (CCT/TRiC) activity; 360,000 tested, 0.3% active; AID 651819; activity change, % (concentration not given with the values), hits read low; purified chaperonin ATPase assay, HTRF ADP detection, 30 min; in the data active = activity change below about -30%; also: % is scaled to controls: 0 for no effect and ±100 for the full control effect
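TRiC at 40 or 20 nM final (batch-dependent) in 30 mM Tris pH 7.4, 100 mM KCl, 5 mM MgCl2, 1 mM DTT, with compound at single 76 uM and 10 uM ATP, 30 min at 37 deg C. ADP detected by HTRF Transcreener, 665/615 ratio.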
Nrf2 block: Nrf2 pathway inhibition; A549 ARE-Fluc reporter, luciferase luminescence, 18-24 h; Potency, µM (top dose mostly 46 µM), inactives show top-dose activity change, negative = inhibition, usual class: inhibitors; 360,000 tested, 2.1% active; also: potency is read from the fitted curve at half-maximal effect; % is scaled to controls: 0 for no effect and ±100 for the full control effect; nearly all actives have a fitted effect of over 60% in size
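Quantitative HTS in A549 cells stably bearing an antioxidant response element-firefly luciferase construct. Inhibition of Nrf2-driven transcription was scored by luminescence after 18-24 h of compound exposure at 37 °C.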
S2 tox: cell viability loss in ATXN counter-screen; S2 cells (HEK-293 line with an ATXN2-luciferase reporter) viability, CellTiter-Fluor protease fluorescence, 24 h; AID 651635; Potency, µM (series often up to 56.7 µM), actives largely listed as cytotoxic; 400,000 tested, 0.49% active; also: potency is read from the fitted curve at half-maximal effect; nearly all actives have a fitted effect of over 40% in size
Nrf2 ARE act: Nrf2 pathway activation; AREc32 ARE-luciferase reporter (MCF7-derived line), luminescence, 24 h; Potency, µM (titrated, usually from 46.1 µM), without a hit: top-dose activation, usual class: activators; 410,000 tested, 0.31% active; AID 624171; also: potency is read from the fitted curve at half-maximal effect; % of control where 0% means no effect; nearly all actives have a fitted effect of over 65% in size
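Reporter line AREc32 (ARE-Fluc), seeded overnight in OPTI-MEM with 5% FBS; compound pin-transferred, 24 hr at 37 deg C, 5% CO2; luminescent read-out.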
HepG2 viability: HepG2 cytotoxicity, counter-screen for TGF-b inhibitors; HepG2 CAGA-GFP viability, ATP luminescence, 18 h; Potency, µM (doses to about 46.1 µM), inactives show top-dose activity change, negative = cytotoxicity, hits mostly cytotoxic; 410,000 tested, 0.76% active; also: potency is read from the fitted curve at half-maximal effect; some results filed as inactive show a strong effect at the top dose
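HepG2 CAGA-GFP cells (1000/well, DMEM with 1% FBS) received compound, then TGF-beta at 500 pg/mL final, and were incubated 18 hours at 37 degrees C. Viability was read by CellTiter-Glo luminescence. Media-only wells were set as complete cell-killing and DMSO as no toxicity.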
A549 tox: A549 cytotoxicity, counter-screen for Nrf2 inhibitors | Potency, µM (series often up to 46 µM), without a hit: at the top dose activity change, negative = cytotoxicity, hits mostly inhibitors | 390,000 tested, 0.16% active | A549 ARE-Fluc cells, CellTiter-Fluor viability, 18-24 h; also: potency is read from the fitted curve at half-maximal effect; % is scaled to controls: 0 for no effect and ±100 for the full control effect
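A549 ARE_Fluc cells in 5% FBS OPTI-MEM were exposed to compounds in concentration-response for 18-24 h at 37 deg C. Viability was read by CellTiter-Fluor fluorescence (Ex 405/Em 525) after 30 min, before the luciferase read.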
Mm-Cpn inhibitor: M. maripaludis TRiC chaperonin inhibition | purified Mm-Cpn ATPase, ADP Transcreener TR-FRET | Potency, µM (highest dose often 76.9 µM), for inactives: top-dose activity, negative = inhibition, actives largely listed as inhibitors | 330,000 tested, 0.031% active; also: potency is read from the fitted curve at half-maximal effect; % is scaled to controls: 0 for no effect and ±100 for the full control effect; nearly all actives have a fitted effect of over 80% in size
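25 nM Mm-CPN + cpd, 10 min 37°C; + 10 uM ATP, 30 min 37°C; buffer 30 mM Tris pH 7.4, 100 mM KCl, 5 mM MgCl2, 1 mM DTT; Transcreener ADP HTRF detection 30 min RT.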
* marks the source's active call; other numbers are inactive results; i = inactive; u = inconclusive; x = not tested or not shown; & = joins results of further samples. Unless noted, calls follow the shape of the dose curve; as a rule, active = well fitted curve in the direction sought with a large enough effect; inconclusive = small, poorly fitted or top-dose-only effect, or another doubt; inactive = no such curve, though single readings can be large; an effect the other way counts as inactive or inconclusive. Rows are unselected; overall some 4.4% were active at least once.

Every second line gives: A549 tox	TGFb inhibitor	Nrf2 ARE act	Nrf2 block	S2 tox	Mm-Cpn inhibitor	HepG2 viability	pAkt inh	CCT modulator
COc1ccc(S(=O)(=O)N(C)c2ccc(C(=O)N3CCC(C(N)=O)CC3)cc2)cc1OC
 : -0.8%	1.4%	0.3%	4.5%	i	0.3%	3.2%	i	-0.4
CCOc1ccc(S(=O)(=O)NCCC(=O)OCC(=O)c2ccc(NC(C)=O)cc2)cc1
 : -1.8%	u	0.0%	-1.2%	u	0.7%	-5.3%	i	-3.2
O=C(NCC(c1cccs1)S(=O)(=O)c1cccs1)c1cccc(F)c1 (stereo not drawn)
 : 7.2%	-19.4%	0.2%	x	i	x	0.8%	x	x
c1ccc2oc(SCc3nc4ccccc4s3)nc2c1
 : 11.6%	u	u	u	i	x	11.4%	i	-0.8
COc1ccc(CN2CCC(=O)N([C@H](CO)CC(C)C)CC2)cc1OC
 : 4.2%	u	-0.1%	12.7%	i	0.5%	4.4%&-40.7%	i	0.9
CC(Sc1nncs1)C(=O)Nc1ccc2c(c1)OCCO2 (stereo not drawn)
 : 1.9%	12.5%	2.7%	u	i	1.4%	-2.4%	i	0.3
COC(=O)C(Cc1ccc(O)cc1)NC(=O)Cn1cc(C)c(=O)[nH]c1=O (stereo not drawn)
 : 4.5%	2.7%	-0.4%	5.2%	i	x	-8.8%	i	1.7
CCSc1ccccc1-c1nc(-c2ccncc2)no1
 : u	-22.6%	11.8%	u	i	-5.8%	-27.6%	i	0.7
Cc1cccc(C(=O)Nc2ccc(C(=O)Nc3ccc(O)cc3)cc2)c1
 : 1.9%	5.7%	9.0%	-17.1%	i	-1.8%	0.0%	i	-4.2
Cc1nc2ccc(S(=O)(=O)N(C)CC(=O)N3CCc4ccccc43)cc2s1
 : -3.8%	10.7%	3.4%	-17.5%	i	0.3%	-4.0%	i	-3.6
O=C(Cn1cnc2c(nnn2-c2cccc(Cl)c2)c1=O)N1CCOCC1
 : 6.3%	-16.6%	-0.1%	-1.9%	i	-1.0%	0.5%	i	1.6
COc1ccc(C(=O)c2c[nH]c(C(=O)N=CN(C)C)c2)cc1
 : 0.4%	3.4%	-0.3%	10.2%	i	-2.6%	-4.7%	i	1.2
O=C(Nc1ccc(N2CCCC2=O)cc1)c1cncc(Br)c1
 : -5.3%	4.1%	-0.1%	28.3%	i	-7.8%	-2.7%	i	1.4
Clc1ccc(Cc2ccc(Cl)nn2)c(Cl)c1
 : 3.3%	-21.2%	0.0%	-11.4%	i	-6.4%	-10.0%	i	-0.3
O=C(CCCc1cccs1)Nc1ccc2c(c1)OCO2
 : 2.4%	2.0%	2.8%	u	i	-0.4%	-28.4%	i	2.0
NC(=O)c1ncn([C@@H]2O[C@H](CNCc3ccc(-c4cc(C(F)(F)F)ccc4Cl)o3)[C@@H](O)[C@H]2O)n1
 : 7.6%	5.0%	0.0%	-1.8%	i	x	-13.5%	i	-2.4
COc1ccc(NC(=O)[C@H](COCc2ccccc2)NC(=O)OC(C)(C)C)cc1
 : -8.3%	12.8%	-0.7%	-25.6%	i	2.2%	5.5%	i	1.2
CCOC(=O)Cn1c(=O)cc(C(F)(F)C(F)(F)F)c2c(C)nn(CC)c21
 : 4.4%	-11.4%	0.0%	u	x	x	-19.2%	x	x
C/C(=N\NC(=O)c1nnn(-c2nonc2N)c1CN1CCC(C)CC1)c1ccc(Br)cc1
 : x	2.4%	-0.6%	x	i	x	0.2%	i	-0.4
Cc1ccc(OCCN2C(=O)c3ccccc3C2=O)cc1
 : 1.2%	-21.7%	5.8%	u	i	-1.1%	6.5%	i	2.9
CC1CCCN(C(=O)c2ccc(Br)c(S(=O)(=O)N3CCOCC3)c2)C1 (stereo not drawn)
 : -10.4%	-7.7%	-0.6%	-4.4%	i	0.3%	-7.1%	i	-1.7
O=C1CC2(CCCCC2)Oc2ccc(Cl)cc21
 : 8.7%	-4.3%	-1.3%	2.3%	i	x	-20.6%	i	-1.8
COc1cc(OC)c(NC(=O)Cc2ccc(-n3c(C)nc4cccnc43)cc2)cc1Cl
 : -11.9%	0.0%	2.3%	-17.2%	x	x	-17.9%	x	x
COC(=O)CN1C(=O)COc2ccc(S(=O)(=O)NCc3ccc(Cl)cc3)cc21
 : 0.1%	-11.2%	-0.3%	2.5%	i	0.4%	5.3%	i	-0.8
CN(CCc1ccccc1)C(C(=O)Nc1ccc2c(c1)OCCO2)c1ccnc2ccccc12 (stereo not drawn)
 : x	u	-0.2%	x	x	x	-0.7%	i	-2.3
Clc1ccc(CN2CCN(/N=C/c3ccco3)CC2)cc1
 : 1.2%	20.2%	3.8%	25.1%	i	-0.6%	11.0%	i	0.3
O=C(Nc1ccccc1Oc1ccccc1)c1cccc([N+](=O)[O-])c1
 : 2.0%	10.1%	7.6%	22.4%	u	-1.2%	2.3%	i	-9.3
Cc1ccc(CSCCC(=O)NCCc2ccc(Cl)cc2)cc1
 : 11.0%	u	-0.2%	-8.2%	i	0.8%	-26.1%	i	0.6
COC(=O)C(C(=O)Nc1cc(C)on1)C1CCCCCC1 (stereo not drawn)
 : -0.6%	0.0%	-0.8%	x	i	1.4%	-8.4%	i	0.2
O=C(CNc1ccccc1)N/N=C/c1cc([N+](=O)[O-])ccc1N1CCCC1
 : u	-4.7%	-0.8%	-21.5%	i	-9.3%	-6.5%	i	-4.9

Two of the compounds above, tab-delimited:
Structure	A549 tox	TGFb inhibitor	Nrf2 ARE act	Nrf2 block	S2 tox	Mm-Cpn inhibitor	HepG2 viability	pAkt inh	CCT modulator
O=C(Nc1ccccc1Oc1ccccc1)c1cccc([N+](=O)[O-])c1	2.0%	10.1%	7.6%	22.4%	u	-1.2%	2.3%	i	-9.3
CC(Sc1nncs1)C(=O)Nc1ccc2c(c1)OCCO2 (stereo not drawn)	1.9%	12.5%	2.7%	u	i	1.4%	-2.4%	i	0.3

More compounds.
Every second line gives: A549 tox	TGFb inhibitor	Nrf2 ARE act	Nrf2 block	S2 tox	Mm-Cpn inhibitor	HepG2 viability	pAkt inh	CCT modulator
COC(=O)c1c(-c2cccs2)csc1NC(=O)COc1ccc(C(C)(C)C)cc1
 : 13.3%	-10.3%	0.2%	-21.1%	i	x	-9.6%	x	x
Cc1ccc(-c2cc(C(=O)Nc3nccs3)c3ccccc3n2)c(C)c1
 : -0.1%	-5.5%	3.8%	u	u	-21.3%	1.1%	i	-0.2
CC(C)Cn1c(=O)c2ccccc2n2c(CCC(=O)Nc3ccc(F)cc3)nnc12
 : 3.2%	0.0%	0.1%	3.8%	x	x	-23.6%	x	x
COc1cc(OC)cc(C(=O)Nc2ccc([N+](=O)[O-])cn2)c1
 : -1.1%	-14.9%	1.0%	-20.5%	i	-0.3%	-2.1%	i	-2.5
COc1ccccc1-c1nc(NC(C)=O)n[nH]1
 : -4.2%	-3.5%	8.7%	12.4%	i	0.7%	-12.0%	x	-1.9
CCCN1C2CCCC1CC(NC(=O)c1ccc(C(C)(C)C)cc1)C2 (stereo not drawn)
 : -2.3%	8.2%	-0.7%	0.8%	i	-4.4%	-54.5%	i	-3.8
O=C(Cn1c(Cc2ccccc2)nc2ccccc21)NCc1ccc2c(c1)OCO2
 : u	6.3%	0.5%	-20.0%	i	0.6%	3.0%	i	-1.3
CC1CN(c2nc3c(c(=O)n(C)c(=O)n3C)n2Cc2c(F)cccc2Cl)CC(C)O1 (stereo not drawn)
 : -4.5%	2.4%	-0.8%	3.0%	u	1.6%	0.8%	i	-2.3
O=C(COc1ccc(Cl)cc1)NCCN1CCCCC1
 : 0.2%	5.8%	0.2%	5.5%	i	5.5%	-6.8%	i	-5.9
C=CC[C@@H](Cc1ccc(F)cc1)C(=O)OC[C@@H]1CCCN1C(=O)[C@@H](CC=C)CC(=O)N[C@H](CO)Cc1ccccc1
 : -11.4%	u	-0.1%	u	u	-0.6%	-36.4%	i	-2.1
COC(=O)[C@@H](NC(=O)N1CCC(C)CC1)C(C)C
 : 1.8%	4.1%	-0.2%	0.8%	i	0.9%	0.447µM*	i	0.5
Cc1cc(NC(=O)CSCC(=O)Nc2ccccc2N2CCCCC2)no1
 : -2.6%	-4.1%	0.2%	-0.1%	i	1.0%	4.1%	i	0.4
OCC[C@@H]1C[C@H](O)[C@@H](O)[C@]2(OCc3ccccc32)O1
 : -1.7%	u	0.5%	-14.7%	i	2.0%	-48.3%	i	0.8
O=C(CN1CCCC1c1ccc2c(c1)OCCO2)NC(=O)Nc1ccccc1 (stereo not drawn)
 : 6.6%	-6.0%	0.1%	-9.4%	i	0.9%	-11.9%	i	1.0
CCc1ccc(N(CC)C(=O)Cn2cnc3sc(C)c(S(=O)(=O)N4CCN(c5ncccn5)CC4)c3c2=O)cc1
 : 2.2%	-2.4%	-0.3%	7.8%	i	x	-5.1%	x	x
COc1ccc2cc(C(=O)NCc3ccccc3CN3CCCC3)ccc2c1
 : 0.7%	u	-0.4%	-14.5%	i	-3.8%	-42.2%	i	2.0
CCNC1(C#N)CCN(Cc2ccccc2)CC1
 : -6.2%	9.6%	-0.4%	-16.0%	i	x	-5.5%	i	-1.7
O=C(COC(=O)c1ccc(O)cc1)Nc1cccc(S(=O)(=O)NC2=NCCCCC2)c1
 : 1.2%	-4.1%	-0.7%	7.9%	i	0.3%	-25.9%	i	-2.3
O=C(CSc1ccc([N+](=O)[O-])cn1)Nc1ccc(N2CCOCC2)cc1
 : -6.7%	-2.6%	2.3%	-7.5%	i	0.9%	-4.5%	i	0.3
COC(=O)c1ccc(N2CC3CNC(=O)C2(C(=O)OC)N3C)cc1 (stereo not drawn)
 : 1.6%&11.3%	-8.9%&2.4%	-1.6%&0.4%	-19.2%&8.3%	i	-2.9%&1.6%	1.9%&11.7%	i	-0.3&-1.6
